Source: PubChem BioAssay
NR2F2 inh: NR2F2 transcriptional activity inhibitors, primary screen, cell-based, luciferase reporter, HEK293T, luminescence. COUP transcription factor 2 (Homo sapiens), P24468. HEK293T NGFI-A luciferase reporter. inhibition, % at 8.6 µM. actives 0.7% (n = 370,000);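 active means inhibition above a per-plate cutoff, mean inhibition of test wells between control levels plus 3 SD, cut at about 38% in these data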;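 further: cells cotransfected with COUP-TFII expression vector driving the NGFI-A reporter; 0% = median of COUP-TF2 test wells and 100% = reporter-only cells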
NCOA2 inhibitor: inhibition of GAL4-SRC2 driven luciferase reporter, primary screen, SRC2 inhibitor project, cell-based, luminescence | Nuclear receptor coactivator 2 (Homo sapiens), Q15596 | HEK293 GAL4-SRC2 luciferase reporter | inhibition, % at 9 µM | actives 0.17% (n = 370,000) | AID 651957, 2012;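 active means inhibition above the mean inhibition of all tested compounds plus 3 SD, set per campaign, cut at about 52% in these data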;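 further: 0% = DMSO treated cells and 100% = cells given Gossypol at 36 µM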
An asterisk follows results filed as active. A portion of the library (hit frequency here may not be typical).

Every second line gives: NR2F2 inh	NCOA2 inhibitor
#1 Cc1cc2c(nc1C)CCCN2Cc1ccc(Br)cc1
  8	-7
#2 CCCCNC(=O)NS(=O)(=O)c1ccc(NC(=O)CSc2nnc(-c3cccs3)n2-c2ccc(OC)cc2)cc1
  -1	-12
#3 Cc1ccc(Cl)cc1NC(=O)COC(=O)c1ccc(COc2ccc3c(C)cc(=O)oc3c2)cc1
  -3	-17
#4 COC(=O)[C@@]12CCCCC=C1N(CCc1ccc(Cl)cc1)C(=O)[C@H]2CC(=O)NCCC(C)C
  16	2
#5 CN(C)CCCNCC(=O)NN(c1ccccc1)c1ccccc1
  -37	2
#6 COc1ccc(C(=O)OCCN2CCN(C3CN(Cc4cn(Cc5ccccc5Cl)nn4)S(=O)(=O)C3)CC2)cc1OC (stereo not given)
  35	-1
#7 O=C(NC1CCCCN(Cc2cccc(C(F)(F)F)c2)C1=O)c1c(F)cccc1F (stereo not given)
  -6	6
#8 COC(=O)C1=C(C)N(Cc2ccccc2C(F)(F)F)C(=NCc2ccc(C(F)(F)F)cc2)NC1c1cccc(Cl)c1 (stereo not given)
  24	15
#9 COC(=O)[C@]12C[C@H](CC(=O)NCCC(C)C)C(=O)N(CCC3=CCCCC3)C1=C[C@H](COCc1ccccc1)O[C@@H]2C
  -22	-8
#10 COCCN1C(=O)C2=C(C1=O)C1N(C)c3ccccc3[C@@]13C[C@@H](CO)N(S(=O)(=O)c1ccc(OC)cc1)C3=N2 (stereo not given in full)
  -15	1
#11 Cc1ccc(C(=O)NC2CCCCN(Cc3ccc(Cl)cc3)C2=O)c(C)c1 (stereo not given)
  8	-2
#12 O=C(C(=O)N1CCC(CNC(=O)c2cccnc2Cl)CC1)c1cc2ccccc2o1
  -8	-6
#13 CCCCCCCCNS(=O)(=O)/C=C/c1ccccc1CNC(=O)OC(C)(C)C
  -18	-23
#14 COC(=O)[C@H](C(C)C)N1Cc2nnn(CC3CCCCC3)c2-c2ccccc2S1(=O)=O
  1	-10
#15 C#CCN(Cc1ccccc1)S(=O)(=O)C=C
  0	-1
#16 COCCNS(=O)(=O)c1cc(OC)c(Cl)cc1Cl
  9	-24
#17 Cc1ccc(C=Nn2c(-c3n[nH]c4c3CCC4)n[nH]c2=S)o1
  -11	15
#18 Cc1ccccc1C(=O)N[C@@H](CC(C)C)C(=O)N1CCC[C@H]1C(=O)NCc1ccccc1
  -9	-21
#19 COc1ccc2nc(Sc3c([N+](=O)[O-])nc(C)n3Cc3ccccc3)[nH]c2c1
  4	48
#20 CC(C)(C)NC(=O)C(c1ccco1)N(C(=O)Cn1nnc(-c2ccc(F)cc2)n1)c1ccccc1 (stereo not given)
  7	17
#21 CC(C)CC1NC(=O)c2cc(Cl)ccc2-n2c1nc1cc(F)ccc1c2=O (stereo not given)
  5	-16
#22 O=C(NC1CCC1)c1ccc(C#CC2CC2)c[n+]1[O-]
  -30	-37
#23 CCOC(=O)[C@@]12CCCC=C1N(CCc1ccc(Cl)cc1)C(=O)[C@H]2CC(=O)N1CCC(c2ccccc2)CC1
  14	10
#24 Cc1ccc(CCN2CC(C(=O)NCCN3CCOCC3)CC2=O)cc1 (stereo not given)
  -17	7
#25 CC1=CC(=C2C=CC(=O)C=C2)C=C(C)N1C
  -10	-2
#26 COC(=O)[C@]12C[C@H](CC(=O)N3CCC(c4ccccc4)CC3)C(=O)N(Cc3cccc4ccccc34)C1=C[C@H](C(C)(C)C)O[C@@H]2C
  13	0
#27 O=C1NC(c2ccccc2)(c2ccccc2)C(=O)N1CNc1ccccn1
  -1	-14
#28 Cc1cc(NC(=O)CSc2ccc(-c3ccc4c(c3)OCO4)nn2)no1
  1	-17
#29 CCN=C1NC(c2ccccc2C(F)(F)F)C(C(=O)OC)=C(C)N1C (stereo not given)
  -7	-5
#30 COC(=O)[C@H]1C[C@@]2(N3CCCC3)c3ccccc3N(C(=O)OC(C)(C)C)[C@H]2N1C(=O)OC(C)(C)C
  0	-23
#31 O=C(CSC(=S)N1CCCC1)c1cc(Br)cc(Br)c1O
  4	-1
#32 COC(=O)C1=C(C)NC(=S)NC1c1ccc(Br)cc1 (stereo not given)
  1	-4
#33 CCCCOc1ccc(C(=O)n2ccc3ccc(-c4ccc5ccn(Cc6ccc(OC)cc6)c5c4)cc32)cc1
  -10	-20
#34 Cc1cc(NC(=O)Cc2cn(C)c3ccccc23)ccc1Nc1cccnc1
  -13	19
#35 CCc1ccc(-c2nn(-c3ccccc3)cc2CSC(=N)N)cc1
  -5	36
#36 CCOC(=O)C1=NOC(C(C)=O)(C(=O)N2CCOCC2)C1 (stereo not given)
  0	20
#37 CC(C)CNC(=O)OCc1cn(Cc2cc(F)cc(F)c2)nn1
  -6	13
#38 COC(=O)C1=C(C(=O)OC)[C@@H]2N(C)c3ccc(OC)cc3[C@@]23C[C@@H](C(=O)OC)N(C(=O)NCCBr)C3=N1
  -8	2
#39 COC(=O)C1CN(Cc2ccccc2)CCS(=O)(=O)N1Cc1ccc(C)cc1 (stereo not given)
  5	-2
#40 FC(F)(F)c1ccccc1Cn1ccc2ccc(-c3ccc4ccn(Cc5ccccc5C(F)(F)F)c4c3)cc21
  -14	-13
#41 COP(=O)(O)C[C@@H]1CCc2cc(C)cc([C@H](CC(C)C)NC(=O)OCc3ccccc3)c2O1
  -14	-1
#42 O=C(OC1CC2CCC(C1)[N+]21CCCC1)C(O)(c1ccccc1)c1ccccc1 (stereo not given)
  -15	-3
#43 Nc1[nH]c(C(=O)c2ccccc2)c(-c2ccc(Cl)cc2)c1C(=O)c1c[nH]c2ccc(F)cc12
  -3	3
#44 Cc1nnc(-n2cccc2)s1
  8	4
#45 CCN(CC)C(=O)CC[C@H]1CC[C@]2(CCCN(S(=O)(=O)c3ccccc3)C2)O1
  8	-11
#46 COc1ccc(C#CCN(C)/C(N)=N/C(=O)OCc2ccccc2)cc1
  17	12
#47 COC(=O)C1=C(C)N(Cc2cccnc2)C(=O)/C1=C\c1cccs1
  -11	16
#48 Cc1cccc2ccccc12
  -33	-1
#49 O=C(Nc1cccc2ccccc12)OC[C@@H]1CSCCS(=O)(=O)N1
  -3	-10
#50 COc1ccc2[nH]c3c(c2c1)CCN[C@]31C(=O)N(Cc2cn(Cc3ccccc3)nn2)c2ccccc21
  -1	-12
#51 COc1ccc(C(=O)Oc2c(CN3CCOCC3)cc(Cl)c3cccnc23)cc1OC
  -6	-5
#52 c1nc2nc3c(c(N4CCCC4)n2n1)CCCC3
  0	-4
#53 Cc1ccc(NC(=O)N2CCC(N(C)CCC(C)C)CC2)cc1F
  -6	-2
#54 CCOC(=O)[C@]12CCCCC/C=C\1N(Cc1ccc(OC)cc1)C(=O)[C@H]2CC(=O)NCCCOC
  4	-21
#55 CCC(=O)N1CCc2cc(Br)c(S(=O)(=O)NCc3ccccc3OC)cc21
  0	-27
#56 N#CCC[C@H]1CC[C@]2(CCCN(Cc3ccc(Cl)cc3)C2)O1
  2	8
#57 COc1cccc(CC(=O)O[C@@H]2CCC[C@@]3(C(=O)N(Cc4ccccc4)c4ccccc43)[C@H]2NC(=O)CCc2ccccc2)c1
  -10	4
#58 CC(=O)Nc1cccc(NC(=O)c2oc3ccccc3c2C)c1
  -49	-87
#59 COc1ccc(-n2c(Cc3cccs3)nnc2SCC(=O)Nc2ccc(OCc3ccccc3)cc2)cc1
  10	21
#60 Cc1cc(Br)ccc1OCCCN1CCC(C(O)(c2ccccc2)c2ccccc2)CC1
  -3	-4

Other results
Every second line gives: NR2F2 inh	NCOA2 inhibitor
#61 C=CCNC(=O)N1CCN(Cc2nc3ccccc3c(=O)[nH]2)CC1
  -11	2
#62 C#CCN1CC(N(C)CCOC(=O)c2ccc(C(C)(C)C)cc2)CS1(=O)=O (stereo not given)
  -20	-15
#63 CC1=CC(C)(C)N2C(=O)C3(C(C#N)=C(N)OC4=C3C(=O)CC(C)(C)C4)c3cccc1c32 (stereo not given)
  12	-5
#64 COC(=O)[C@]12C[C@H](CC(=O)NCc3ccc(C)o3)C(=O)N(Cc3ccc(Cl)cc3Cl)C1=C[C@H](COCc1ccccc1)O[C@@H]2C
  16	1
#65 COC(=O)[C@]12C[C@H](CC(=O)NCC3CCCCC3)C(=O)N(CCC3=CCCCC3)C1=C[C@H](C(C)C)O[C@@H]2C1CC1
  -4	6
#66 CN1CCN(C(c2ccc(C(F)(F)F)cc2)c2cc(Cl)c3cccnc3c2O)CC1 (stereo not given)
  18	-1
#67 Cn1c(=O)c2cc(S(=O)(=O)N3CCN(Cc4ccccc4)CC3)ccc2n(C)c1=O
  10	-15
#68 CCN(CC)S(=O)(=O)c1ccc(NC(=O)c2nc3nc(C)cc(C)n3n2)cc1
  15	-16
#69 O=C(COC(=O)c1ccccc1NC(=O)C1CC1)c1ccc2c(c1)OCCO2
  4	8
#70 CC(C)[C@H](NC(=O)c1ccc(Cl)cc1Cl)C(=O)N1CCC[C@H]1C(=O)NCCc1ccccc1Cl
  9	4
#71 CC1COCC(C)N1S(=O)(=O)c1ccc2c(c1)CCN2C(=O)C1CCC1 (stereo not given)
  7	-8
#72 CC(=O)c1cc(-c2ccccc2-c2ccccc2)c(=O)n2c1CCC2
  28	-46
#73 Cc1ccc(-n2cc(CN3CCC(CO)(Cc4ccccc4)CC3)cn2)cc1
  14	23
#74 Cc1ccc(Cn2nnc3c2-c2cc(F)ccc2S(=O)(=O)N(C(C)(C)C)C3)cc1
  9	-12
#75 C=CCN=C1NC(CCc2ccccc2)C(C(=O)OC)=C(C)N1C (stereo not given)
  -11	-30
#76 O=C(CSc1nc2ccccc2n1Cc1ccccc1Cl)N/N=C\c1cccc(Oc2ccccc2)c1
  12	5
#77 CCOc1ccc(-n2c(SCC(=O)Nc3ccc4cn[nH]c4c3)nnc2-c2ccc(C(C)(C)C)cc2)cc1
  -5	-1
#78 COc1ccc(CCNC(=O)C2CCN(C(=O)c3ccccc3)CC2)cc1
  -4	11
#79 CCN(CC)C(=O)c1ncn2c1C(=O)NC[C@H]2C
  -6	18
#80 COc1ccc(C(=O)NC(=S)NNC(=O)c2cccc(C)c2)cc1
  -1	-27
#81 COc1cc(-n2c(C)nc3cc(C(=O)N4CCN(C(C)=O)CC4)ccc32)cc(OC)c1OC
  -8	4
#82 O=C(Nc1cccc(F)c1)c1cc(S(=O)(=O)N2CCC3(CC2)OCCO3)ccc1F
  6	11
#83 CCN(CC)C(=O)CC[C@H]1CC[C@]2(CCCN(Cc3ccc(N(C)C)cc3)C2)O1
  -6	-9
#84 Cc1cc2c(nc1C)CCCN2S(=O)(=O)c1cccs1
  -15	-3
#85 COc1cc(/C=C2/C(C)=C(C#N)c3nc(N)c(C#N)c(C)c32)ccc1OCC(=O)O
  0	18
#86 COC(=O)c1cc2c(c3c4cc(F)ccc4n(S(=O)(=O)c4ccc(OC)cc4)c13)C(=O)N(C)C2
  0	-14
#87 O=C(NCc1ccco1)C1CCCN(S(=O)(=O)c2ccc([N+](=O)[O-])cc2)C1 (stereo not given)
  8	12
#88 COc1ccc(CN2C/C(=C/C3=CCCCC3)N(C(=O)OCc3ccccc3)C2=N)c(OC)c1
  -11	-4
#89 CN[C@H]1C[C@H]2c3[nH]c4cccc(-c5cccc(C)c5)c4c3CCN2C(=O)[C@H]1[C@H](C)O
  -15	-3
#90 O=C(Nc1ccc(F)cc1Cl)C1CCCN1S(=O)(=O)c1cccc2cccnc12 (stereo not given)
  7	16

Whole records from above:
Entry for COc1ccc(C(=O)NC(=S)NNC(=O)c2cccc(C)c2)cc1 → NR2F2 inh: -1; NCOA2 inhibitor: -27
Entry for COC(=O)[C@]12C[C@H](CC(=O)NCC3CCCCC3)C(=O)N(CCC3=CCCCC3)C1=C[C@H](C(C)C)O[C@@H]2C1CC1 → NR2F2 inh: -4; NCOA2 inhibitor: 6

Continuation.
Every second line gives: NR2F2 inh	NCOA2 inhibitor
#91 COC(=O)c1cc2c(c3c4ccccc4n(S(=O)(=O)c4ccccc4)c13)C(=O)N(C)C2
  -8	18
#92 CCC(C)NC(=O)CNc1nnnn1-c1ccccc1 (stereo not given)
  -15	14
#93 OC(CCl)CCl
  2	-8
#94 O=C(N/N=C/c1ccc([N+](=O)[O-])cc1)c1cnccn1
  11	-31
#95 COc1ccc(NC(=O)Nc2ccccc2C(=O)N2CCCC2)cc1OC
  -13	-9
#96 CCCCCCCCNC(=O)C1CSCCS(=O)(=O)N1Cc1ccccc1 (stereo not given)
  -24	-5
#97 CC(C)[C@@H](C)/C=C/[C@@H](C)[C@H]1CC[C@@H]2[C@]1(C)CCC1[C@]23C=C[C@]2(C[C@@H](O)CC[C@]12C)N(c1ccc([N+](=O)[O-])cn1)O3 (stereo not given in full)
  8	-20
#98 Cc1ccccc1C(=O)Oc1ccc(Sc2ccc(O)cc2)cc1
  -9	-19
#99 O=c1[nH]c(-c2ccccc2)cn1C1CCN(Cc2ccc(-c3nc4ccc(Br)cc4nc3-c3ccccc3)cc2)CC1
  -6	5
#100 Cc1nc(NC2CCCC2)c2nnn(Cc3ccccc3)c2n1
  -6	17
#101 CCCCNC(=O)OCCCN1CCC2(CCC(c3ccccc3)CC2)C1 (stereo not given)
  19	-19

Molecules listed so far that have a cyano group, in the order listed:
Every second line gives: NR2F2 inh	NCOA2 inhibitor
#56 N#CCC[C@H]1CC[C@]2(CCCN(Cc3ccc(Cl)cc3)C2)O1
  2	8
#63 CC1=CC(C)(C)N2C(=O)C3(C(C#N)=C(N)OC4=C3C(=O)CC(C)(C)C4)c3cccc1c32 (stereo not given)
  12	-5
#85 COc1cc(/C=C2/C(C)=C(C#N)c3nc(N)c(C#N)c(C)c32)ccc1OCC(=O)O
  0	18
